From PubChem
hcDAF12 agonist = H. contortus DAF-12 nuclear receptor activators, primary screen, cell-based, luminescence, HEK293, lit1-tk-luc reporter; HEK293 hcDAF-12 lit1-tk-luc reporter; 0% DMSO, 100% Δ7-dafachronic acid; activation, % at 6.8 µM; hit rate 1.4% among 370,000; AID 652067, 2013;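 active means activation above the mean of all tested compounds plus 3 SD, cut at about 5.5% in these data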;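 further: 100% = response to 3 µM Δ7-dafachronic acid high control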
hgDAF12 agonist = H. glycines DAF-12 receptor agonists, primary screen, cell-based, luminescence, HEK293, GAL4 fusion, UAS-luciferase; HEK293 GAL4-hgDAF12 UAS-luciferase reporter, agonist luminescence; normalized to butyrate control; activation, % at 6.8 µM; hit rate 1.8% among 370,000; AID 687014, 2013;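 active means activation above a cutoff set at the mean of all screened compounds plus 3 SD, cut at about 10% in these data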;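 further: 0% = DMSO wells and 100% = sodium butyrate wells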
ssDAF-12 act = S. stercoralis DAF-12 nuclear receptor activators, primary screen, cell-based, luminescence, HEK293, GRIP1 co-expression, lit1-tk-luc; hit rate 1% among 370,000; activation, % at 6.8 µM; Nuclear hormone receptor DAF-12 (Strongyloides stercoralis); HEK293 ssDAF-12/GRIP1 lit1-tk-luc reporter; % of 3 µM dafachronic acid response;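 active means activation above the mean over all tested compounds plus 3 SD, cut at about 0.9% in these data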;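 further: 0% = DMSO-only wells and 100% = 3 µM delta7-dafachronic acid wells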
NPR1 activator = GC-A stimulated cGMP production enhancers – HEK293 GC-A cells, cGMP TR-FRET, EC30 ANP, primary screen; activation, % at 10 µM; 0% at EC30 ANP, 100% saturating ANP; hit rate 0.14% among 370,000; in the data active means activation above about 40%
GAA850 FXN act = FXN promoter activators, primary screen, cell-based, luciferase luminescence, HEK293 lucGAA850; HEK293 lucGAA850 FXN promoter luciferase reporter, 24 h; percent of 10 µM SAHA response; activation, % at 6 µM; hit rate 0.56% among 360,000;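 active means activation above the average of all compounds screened plus 3 SD, cutoff fixed separately per campaign, cut at about 7.5% in these data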;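 further: 0% = DMSO wells and 100% = 10 µM SAHA wells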
ADAM10 inh = human ADAM10 inhibitors, primary screen, biochemical, QFRET, HTS | hit rate 0.62% among 370,000 | inhibition, % at 7 µM | Disintegrin and metalloproteinase domain-containing protein 10 (Homo sapiens), O14672 | recombinant ADAM10, EDANS/DABCYL FRET peptide cleavage, 3 h;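 active means inhibition above a per-campaign cutoff equal to the mean of compounds falling between control-based bounds plus 3 SD, cut at about 20% in these data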;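 further: 0% = DMSO wells while the 100% control is not disclosed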
Target sequence (O14672 214-748 limits assumed): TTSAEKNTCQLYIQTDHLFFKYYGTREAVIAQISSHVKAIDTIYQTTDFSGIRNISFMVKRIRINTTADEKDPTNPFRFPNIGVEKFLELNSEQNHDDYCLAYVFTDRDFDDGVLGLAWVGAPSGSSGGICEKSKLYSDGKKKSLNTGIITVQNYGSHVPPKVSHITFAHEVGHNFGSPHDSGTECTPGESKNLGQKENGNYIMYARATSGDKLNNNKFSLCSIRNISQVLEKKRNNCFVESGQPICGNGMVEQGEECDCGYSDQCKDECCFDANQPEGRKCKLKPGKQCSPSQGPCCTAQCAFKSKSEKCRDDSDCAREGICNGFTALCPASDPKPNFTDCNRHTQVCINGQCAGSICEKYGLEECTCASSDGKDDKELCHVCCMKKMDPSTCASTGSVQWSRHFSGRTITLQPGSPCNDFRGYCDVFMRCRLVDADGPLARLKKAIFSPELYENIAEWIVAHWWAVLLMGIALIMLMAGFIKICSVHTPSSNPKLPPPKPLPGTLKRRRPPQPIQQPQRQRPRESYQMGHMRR
SMARCA2 activ = SMARCA2 (BRM) function activators, primary screen, cell-based, luminescence, high throughput. activation, % at 9.1 µM. hit rate 1% among 370,000. MG213 cells, MMTV-luciferase reporter, dexamethasone, overnight; in the data active means activation above about 7.8%;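 further: 0% = vehicle wells and 100% = reference activator wells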
PG9 Ab binder = binders of HIV-1 gp120 antibody PG9, primary screen, biochemical, TR-FRET; AID 624416, 2012; inhibition, % at 6.7 µM; hit rate 0.43% among 360,000; TR-FRET gp120-PG9 antibody binding; HIV-1 gp120 / PG9 antibody interaction; in the data active means inhibition above about 8.5%
DAX1 inh-1 = DAX1 (NR0B1) inhibitors, primary screen, cell-based, HEK293, Gal4-DAX1, luciferase luminescence; inhibition, % at 6.75 µM; Nuclear receptor subfamily 0 group B member 1 (Homo sapiens), P51843; HEK293 Gal4-DAX1 luciferase reporter; hit rate 0.99% among 340,000; AID 504766, 2011;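 active means inhibition above the mean over all tested compounds plus 3 SD, cut at about 4.2% in these data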;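 further: 0% = DAX1-transfected cells with DMSO and 100% = empty-vector control cells with DMSO; inhibition shows as a rise in luminescence from relieved DAX1 repression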
Target sequence (P51843 207-470 limits assumed): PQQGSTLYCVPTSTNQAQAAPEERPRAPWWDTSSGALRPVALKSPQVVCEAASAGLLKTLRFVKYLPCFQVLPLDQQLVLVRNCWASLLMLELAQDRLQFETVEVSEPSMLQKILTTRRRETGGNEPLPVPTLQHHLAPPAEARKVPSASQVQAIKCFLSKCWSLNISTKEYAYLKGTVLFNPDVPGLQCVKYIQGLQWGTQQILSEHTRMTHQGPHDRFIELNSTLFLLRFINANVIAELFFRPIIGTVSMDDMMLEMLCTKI
DAX1 inh-2 = DAX1 (NR0B1) inhibitors on StAR promoter, primary screen, cell-based, luminescence, SF-1 (NR5A1), full-length DAX-1 | AID 652010, 2013 | inhibition, % at 6.8 µM | HEK293T StAR-luciferase reporter, SF-1/DAX-1 repression relief | hit rate 1.1% among 370,000;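 active means inhibition above the mean over all tested compounds plus 3 SD, cut at about 3.6% in these data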;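 further: 0% = DAX-1 cells with DMSO and 100% = cells lacking DAX-1 with DMSO; higher inhibition means more luminescence from relief of DAX-1 repression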
ADAM17 inh = ADAM17 inhibitors, primary screen, biochemical, QFRET. Disintegrin and metalloproteinase domain-containing protein 17 (Homo sapiens), P78536. recombinant ADAM17, EDANS/DABCYL FRET peptide cleavage. inhibition, % at 6.95 µM. hit rate 0.83% among 370,000;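 active means inhibition above the mean of compounds lying between control limits plus 3 SD, set per campaign, cut at about 8.5% in these data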;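 further: 0% = DMSO-only wells as the low control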
The depositor's hits bear a star; nt = no result given.

SMILES | hcDAF12 agonist | hgDAF12 agonist | ssDAF-12 act | NPR1 activator | GAA850 FXN act | ADAM10 inh | SMARCA2 activ | PG9 Ab binder | DAX1 inh-1 | DAX1 inh-2 | ADAM17 inh
COc1cccc(-c2nc(NCc3ccccc3)c3ccccc3n2)c1O | 2.3 | 1.9 | -0.1 | 36 | 4.7 | 10 | -2 | -1.0 | -1.5 | -0.8 | 5
CCOC(=O)c1c(NC(=O)CN2CCN(C(=O)c3ccco3)CC2)sc(C)c1C | -1.7 | -1.9 | 0.0 | -1 | 2.7 | -9 | -1 | -1.7 | -0.8 | 0.5 | -1
CCOC(=O)Cn1cc(CN2C(C(=O)OC)CN(Cc3ccc(Cl)cc3)CCS2(=O)=O)nn1 (stereo not given) | -0.3 | -0.5 | -0.2 | 1 | nt | 4 | 5 | nt | nt | 0.0 | 2
Cc1ccc(S(=O)(=O)N2CC(C(=O)O)=CC[C@H]2c2ccc(Cl)cc2)cc1 | 0.7 | 3.6 | -0.9 | -3 | 0.5 | -11 | 2 | 0.2 | 2.2 | 0.2 | -6
COc1ccc(OC(=O)N(C)C[C@H]2OCc3cn(nn3)CCCC(=O)N([C@H](C)CO)C[C@@H]2C)cc1 | 0.0 | 0.2 | -0.6 | 2 | -1.6 | -21 | -4 | -1.6 | 0.5 | 0.8 | -3
S=C(NCC1COc2ccccc2O1)Nc1ccccc1 (stereo not given) | -1.2 | -1.3 | -1.4 | 1 | -0.9 | 0 | -4 | -0.2 | -1.0 | -0.3 | -6
COc1cc(/C=N/NC(=O)c2ccc(CSc3nc4ccccc4[nH]3)cc2)cc(OC)c1OC | -4.1 | -0.3 | -1.6 | 7 | -0.6 | -20 | -3 | 0.0 | -2.4 | -2.0 | -5
CCc1ccc2oc(C(=O)N3CCN(c4ccccc4OC)CC3)cc(=O)c2c1 | -1.6 | 0.9 | -1.3 | 1 | -4.4 | 6 | -1 | -1.6 | 0.3 | -1.3 | 0
CCCCCCc1c(O)nc(SCCN(C)C)[nH]c1=O | -0.5 | 1.7 | -1.9 | -1 | 0.2 | -3 | -2 | 0.6 | -0.8 | 0.2 | -5
O=C(CSc1nnc(-c2ccccc2)c(-c2ccccc2)n1)NCC1CCCO1 (stereo not given) | -2.1 | -1.6 | -0.9 | -2 | 0.4 | 7 | -3 | -0.9 | -0.6 | -1.1 | 1
Cc1ccc(S(=O)(=O)NN=C2C3CC4CC(C3)CC2C4)cc1 | 0.0 | -0.6 | -0.3 | 3 | 0.9 | -8 | 1 | 0.1 | 0.3 | 0.3 | -3
COc1cc(/C=C\C(=O)NCc2ccc3[nH]c(C)cc3c2)cc(OC)c1OC | -0.1 | 2.8 | -1.5 | 2 | -4.8 | -22 | -8 | 0.1 | 1.1 | -0.6 | -6
CCOc1cccc(C2NC(=S)NC(C)=C2C(=O)Nc2ccccc2)c1 (stereo not given) | 0.6 | -0.8 | -0.6 | -1 | -1.1 | -4 | -4 | -0.2 | -0.3 | 1.0 | 2
CCN1CCN(C(=O)c2ccc3c(c2)N(Cc2ccccc2)C(=O)c2ccccc2S3=O)CC1 (stereo not given) | -2.1 | -1.5 | -1.3 | 2 | -2.3 | -5 | 1 | -0.1 | -0.4 | -0.4 | -1
CC(NCC(O)COCc1ccc(Cl)cc1)c1ccccc1 (stereo not given) | -1.1 | -2.3 | -1.6 | -6 | 0.3 | 0 | -4 | 0.2 | 0.7 | -0.6 | -5
CC(C)N(Cc1ccccc1)C(=O)CN1C(=O)NC2(CCCCCC2)C1=O | 0.2 | -2.6 | -1.0 | -1 | -0.2 | -12 | -2 | -2.6 | -0.4 | -0.3 | -5
COC(=O)CC(=O)O[C@H]1C=C[C@@H](NC(=O)OC(C)(C)C)C1 | 0.5 | 1.1 | -1.2 | 0 | 5.4 | -4 | -3 | 0.4 | 0.3 | 0.1 | -3
Cc1cc2nc3ccc(N(C)C)cc3nc2cc1N | 6.3* | 9.4 | 1.1* | -5 | 7.8* | -2 | 7 | -35 | 3.2 | 4.4* | -1
CCOc1ccc(C(=S)NC2CCCCC2)cc1 | 0.4 | 4.3 | -0.7 | 5 | 3.2 | 3 | 4 | -2.0 | 0.5 | 1.4 | -2
Nc1nnc(-c2ccc(Cl)c([N+](=O)[O-])c2)s1 | 0.5 | 1.0 | -0.8 | 2 | 2.5 | 1 | -2 | 0.7 | 0.4 | -0.9 | -3

3 compounds drawn at random from the list so far:
SMILES | hcDAF12 agonist | hgDAF12 agonist | ssDAF-12 act | NPR1 activator | GAA850 FXN act | ADAM10 inh | SMARCA2 activ | PG9 Ab binder | DAX1 inh-1 | DAX1 inh-2 | ADAM17 inh
CCc1ccc2oc(C(=O)N3CCN(c4ccccc4OC)CC3)cc(=O)c2c1 | -1.6 | 0.9 | -1.3 | 1 | -4.4 | 6 | -1 | -1.6 | 0.3 | -1.3 | 0
COC(=O)CC(=O)O[C@H]1C=C[C@@H](NC(=O)OC(C)(C)C)C1 | 0.5 | 1.1 | -1.2 | 0 | 5.4 | -4 | -3 | 0.4 | 0.3 | 0.1 | -3
CC(NCC(O)COCc1ccc(Cl)cc1)c1ccccc1 (stereo not given) | -1.1 | -2.3 | -1.6 | -6 | 0.3 | 0 | -4 | 0.2 | 0.7 | -0.6 | -5

Other structures.
SMILES | hcDAF12 agonist | hgDAF12 agonist | ssDAF-12 act | NPR1 activator | GAA850 FXN act | ADAM10 inh | SMARCA2 activ | PG9 Ab binder | DAX1 inh-1 | DAX1 inh-2 | ADAM17 inh
CC(Oc1cccc(Cl)c1)C(=O)Nc1cc(=O)n(C)c(=O)n1C (stereo not given) | 0.1 | -0.8 | -0.9 | 0 | -0.8 | 1 | -2 | -0.4 | -2.2 | -1.3 | 1
CCC(=O)NC(=S)Nc1ccc(N2CCOCC2)cc1 | 4.2 | 8.5 | -0.6 | -1 | 4.2 | -3 | 4 | 1.1 | 0.2 | 1.9 | 1
CCOC(=O)c1c(C)n(-c2ccccc2)c2ccc(OCCN(C)C)cc12 | -1.7 | 0.1 | -1.3 | -16 | -0.1 | 5 | 1 | -2.0 | 1.6 | 0.5 | -1
COc1ccc(CNC(=O)C2(C)Cc3ccccc3C(=O)O2)cc1 (stereo not given) | -2.4 | -0.4 | -1.1 | 3 | 1.4 | 0 | 1 | -0.2 | -0.4 | -0.3 | 1
COc1ccccc1C#Cc1ccc2c(=O)c3ccccc3n(C)c2c1 | 1.3 | -0.8 | -1.6 | 0 | 0.1 | -55 | 0 | 0.7 | 1.0 | -0.4 | -22
CCCCCCCCCCCCCCCCCCNc1ccn(C2OC(COP(=O)(O)OCC3OC(n4cc(F)c(=O)[nH]c4=O)CC3O)C(O)C2O)c(=O)n1 (stereo not given) | -0.5 | -6.8 | -1.1 | 15 | -8.6 | 1 | 2 | -1.5 | -3.4 | -3.8 | -5
COc1ccc(CC(=O)Nc2ccncc2Cl)cc1 | -2.5 | -4.5 | -2.1 | 2 | -3.1 | -3 | -3 | 0.1 | -1.4 | -8.0 | 1
c1ccc(CCN2CN=C(Nc3nc4ccccc4o3)NC2)cc1 | -0.4 | 1.9 | -1.4 | 5 | 0.4 | 0 | 5 | -3.0 | 0.1 | 0.8 | -3
O=C(NCc1ccccc1Cl)O[C@H]1CC[C@@]23CCCN2C(=O)CCC[C@H]3C1 | -0.3 | -1.2 | -1.8 | 2 | nt | 1 | nt | nt | nt | nt | -3
CCOc1ccc(NC(=O)c2ccc(NC(=O)c3ccc(CN4CCOCC4)cc3)cc2)cc1 | -4.6 | -4.0 | -2.9 | 1 | -1.4 | -8 | -5 | 0.6 | -3.1 | -2.0 | -6
COC(=O)CN(Cc1cn(Cc2ccccc2)nn1)S(=O)(=O)c1ccccc1Br | 0.5 | 4.4 | -1.5 | -6 | nt | 5 | -2 | nt | nt | -0.9 | 3
O=C(O)CCn1c(SCc2cccc3ccccc23)nc2ccccc21 | 0.9 | 3.4 | -0.9 | 0 | 0.5 | -8 | 7 | 1.5 | -0.8 | -1.1 | -5
CC(C)(C)OC(=O)N1CCC(CC2CC(c3cccc(Br)c3)=NO2)(C(=O)NCC2CCCCC2)CC1 (stereo not given) | 0.7 | 1.7 | -1.7 | -5 | nt | 2 | 2 | 1.6 | -0.3 | -0.9 | -1
Cc1ccc(CSc2ccc(S(=O)(=O)N3CCCCC3)cn2)cc1 | -0.5 | -1.2 | -1.1 | -3 | 2.0 | -4 | -2 | -0.9 | 1.6 | 0.1 | -3
NS(=O)(=O)c1ccc(NC(=O)CSc2ccc3ccccc3n2)cc1 | -0.6 | -2.1 | -1.4 | -5 | 3.0 | 6 | 1 | 0.7 | 0.1 | -0.9 | 2
CC(=O)c1cccc(NC(=O)/C(=C\c2ccco2)NC(=O)c2cccs2)c1 | -0.3 | 0.3 | -1.8 | 0 | -0.4 | 4 | 0 | 0.1 | 0.1 | -0.3 | 0
CCOC(=O)c1ccc(NC(=O)N2CCN(C(=O)c3ccco3)CC2)cc1 | 0.0 | -0.8 | -0.6 | -3 | 0.6 | 0 | 2 | -0.4 | -0.5 | -0.6 | 2
COc1ccc(N=C2SC(CC(=O)Nc3ccccc3)C(=O)N2Cc2ccccn2)cc1 (stereo not given) | 1.4 | 4.2 | -1.1 | -5 | 0.8 | 5 | 0 | -2.9 | 0.0 | -0.7 | -1
CN(C(=O)CSc1nnc(-c2ccncc2)n1C)C1CCS(=O)(=O)C1 (stereo not given) | -1.0 | -0.3 | -0.7 | 6 | -0.8 | 3 | -1 | 0.5 | 0.3 | -0.8 | -3
COc1ccc(/C=N/NC(=O)c2cnccn2)cc1O | 0.3 | 8.9 | -0.8 | -1 | 3.1 | 4 | 5 | -1.0 | 0.6 | 2.1 | 5
C=CCSc1nnc2c(n1)OC=Nc1ccccc1-2 | 1.8 | 5.0 | -0.1 | 1 | 0.8 | -6 | 3 | -0.4 | 0.3 | -0.3 | -5
COc1cccc(/C=C(/C(=O)OCC(=O)NC2CCCC(C)C2C)c2ccccc2)c1 (stereo not given) | 1.4 | -2.8 | -1.6 | -3 | 1.2 | 7 | -3 | -1.7 | 0.7 | -0.7 | 1
Fc1ccccc1-c1cc2cc3c(cc2cn1)OCO3 | 5.8* | 16* | 1.0* | 3 | 2.1 | 1 | 5 | -2.4 | 0.4 | 1.9 | 0
Cc1ccc(C(O)c2ncc(-c3ccc(Cl)cc3)[nH]2)c(C)c1 (stereo not given) | -1.1 | -0.4 | -1.1 | 0 | -1.1 | 5 | -1 | -1.2 | nt | 0.5 | 1
OCCN(Cc1nc(-c2ccc3c(c2)OCO3)no1)Cc1cccs1 | -0.5 | 1.6 | -1.1 | 1 | 2.9 | -2 | 3 | -0.3 | 2.5 | 0.1 | -3
